Bioassay records deposited in PubChem by The Scripps Research Institute Molecular Screening Center.
TDP2 inh: TDP2 (human) inhibition, absorbance primary screen; inhibition, % at 12.8 µM; O95551; recombinant TDP2, T5PNP hydrolysis, p-nitrophenol absorbance 415 nm; hit rate 0.34% among 370,000;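 active = inhibition above the mean of all tested compounds plus 3 SD, set per campaign, cut at about 25% in these data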;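 also: 0% = DMSO with enzyme and 100% = buffer with substrate but no TDP2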
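Test system: Human TDP2 enzyme | Reagent: 5 mM T5PNP | Compound dosing: 12.8 µM single point, 1% DMSO | Incubation: Enzyme reaction with compound for 2 h at 37 °C | Technique: p-Nitrophenol epi absorbance | Read-out: % inhibition relative to enzyme-containing and enzyme-free wells | Benchmarks: High control without enzyme, low control DMSO plus TDP2 | Replicates: Singlicate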
PLC-gamma1 inh: PLC-gamma1 (human) inhibition, primary screen | AID 720700 | P19174 | hit rate 0.84% among 370,000 | purified PLC-gamma1, fluorogenic substrate, fluorescence | inhibition, % at 12.2 µM; in the data active = inhibition above about 9.5%
Tn6 DDE FP: DD(E)-Tn6 binding inhibition, primary FP screen. AID 720509. hit rate 0.21% among 370,000. inhibition, % at 8.3 µM. Fibrin DD(E) TRITC-Tn6 fluorescence polarization displacement. P02675;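 active = inhibition above a per-campaign cutoff: mean of compounds within control limits plus 3 SD, cut at about 15% in these data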;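 also: 0% = median of all compound wells on the plate and 100% = blocking peptide control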
ADAM10 inh: ADAM10 inhibition, QFRET primary screen; inhibition, % at 7 µM; O14672; recombinant ADAM10, EDANS/DABCYL FRET peptide cleavage, 3 h; AID 720582; hit rate 0.62% among 370,000;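 active = inhibition above a per-campaign cutoff equal to the mean of compounds falling between control-based bounds plus 3 SD, cut at about 20% in these data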;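 also: 0% = DMSO wells while the 100% control is not disclosed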
ADAM17 inh: ADAM17 inhibition, QFRET primary screen; recombinant ADAM17, EDANS/DABCYL FRET peptide cleavage; inhibition, % at 6.95 µM; hit rate 0.83% among 370,000; AID 720648;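 active = inhibition above the mean of compounds lying between control limits plus 3 SD, set per campaign, cut at about 8.5% in these data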;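 also: 0% = DMSO-only wells as the low control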
LEDGF integ inh: blocks HIV-1 LEDGF/p75-dependent DNA integration. TR-FRET IN-LEDGF/p75 DNA integration, Eu/Cy5. inhibition, % at 3.7 µM. AID 743269. hit rate 0.64% among 370,000;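 active = inhibition above the screen-wide mean plus 3 SD, cut at about 13% in these data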;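 also: signal is the Cy5 over europium emission ratio at 671 and 618 nm; 0% = plate median of compound wells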
Tn7 DDE FP: inhibitors of Tn7 peptide binding to human fibrin DD(E) | P02675 | FP displacement of FITC-Tn7 peptide from fibrin DD(E); 0% = median of compound wells per plate | inhibition, % at 8.3 µM | hit rate 0.13% among 370,000 | AID 720508;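 active = inhibition above the mean of compounds falling within the control limits plus 3 SD of them, cut at about 14% in these data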;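 also: 0% = plate median of compound wells and 100% = 10 µM Aha-Tn7 peptide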
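Assay system: Human clot-derived fibrin DD(E) complex | Buffer or medium: Tris/NaCl/CaCl2 buffer, pH 7.8 | Repeats: One replicate per compound | Benchmarks: Aha-Tn7 high control | Measure: % inhibition scaled between sample-field median and high-control FP | Schedule: 10 min plus 3 h, room temperature | Signal: Fluorescence polarization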
KLK7 zymogen act: proKLK7 (human) activation, primary screen; hit rate 0.9% among 370,000; purified proKLK7, EDANS-DABCYL substrate fluorescence; 100% is mature enzyme control, 0% vehicle; P49862; activation, % at 7 µM;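 active = activation above the mean of all tested compounds plus 3 SD, computed per campaign excluding outliers beyond control limits, cut at about 13% in these data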
ARFGAP1 inhibitor: inhibitors of rat ARFGAP1; inhibition, % at 16.5 µM; Arfgap1-stimulated ARF1 GTP hydrolysis, GDP FP detection; Q62848; hit rate 0.26% among 360,000;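 active = inhibition above a per-plate limit, mean inhibition of low control wells plus 3 SD, cut at about 25% in these data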;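 also: 0% = DMSO wells with enzyme and 100% = wells lacking Arfgap1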
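Replicates: Single well per compound | Assay system: Truncated rat Arfgap1 GAP domain | Control set: No-Arfgap1 wells (100%) versus DMSO full-reaction wells (0%) | Times: Enzyme reaction 120 min at 25 °C after 20 min preincubation | Reagent: Human ARF1(Δ1-17)-GTP substrate | Measured by: Tracer-displacement fluorescence polarization with EDTA stop, 620/688 nm | Measure: Percent inhibition of Arfgap1-stimulated GTP hydrolysis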
ASAP1 GAP inh: blocks human ASAP1-stimulated Arf1 GTP hydrolysis | GDP FP detection | inhibition, % at 16.5 µM | hit rate 0.19% among 360,000 | AID 624377; in the data active = inhibition above about 25%;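 also: 0% = vehicle with enzyme and substrate and 100% = no enzyme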
Numbers without * were called inactive; i = inactive. Some of the compounds tested; rates above refer to the full screens.

SMILES | TDP2 inh | PLC-gamma1 inh | Tn6 DDE FP | ADAM10 inh | ADAM17 inh | LEDGF integ inh | Tn7 DDE FP | KLK7 zymogen act | ARFGAP1 inhibitor | ASAP1 GAP inh
CCOC(=O)C1=C(N)Oc2c(c(=O)oc3ccccc23)C12C(=O)N(C)c1ccccc12 (stereo not given) | -7 | 3 | 4 | 8 | 1 | 1 | -9 | 0.9 | 7 | 7
CC1CCCCN1CC(=O)c1ccc2cc[nH]c2c1 (stereo not given) | 3 | -116 | 0 | -100 | -26 | 4 | -8 | 5.0 | 4 | -4
COc1ccc(C2CN(C)CC2C(=O)c2ccc(F)cc2)cc1Cl (stereo not given) | -1 | 0 | -4 | 5 | 0 | 1 | -6 | 0.3 | 10 | -6
CCC(C)N1C(=O)/C(=C\c2cnc(N(C)C)nc2)C(=O)NC1=S (stereo not given) | -6 | -4 | -6 | -4 | -6 | -4 | 6 | -0.3 | 9 | -5
CCc1nc2ccccc2c(=O)n1-c1ccccc1[N+](=O)[O-] | -15 | 6 | 1 | 5 | 4 | 2 | 1 | 0.3 | 6 | -4
CC1CCCCN1Cc1cccnc1 (stereo not given) | 2 | 0 | 0 | -19 | -11 | -2 | 4 | -0.6 | 5 | 8
CCOc1cc2c(cc1OCC)-n1cccc1C(c1ccc(C)cc1C)NC2 (stereo not given) | 0 | 5 | 2 | -1 | 0 | -5 | 5 | -0.1 | 3 | -6
Cc1sc2c(c1C)C(c1cccs1)=NCC(=O)N2CC(=O)NCc1cccs1 | 5 | -5 | -5 | 2 | -4 | 0 | 5 | 0.5 | -6 | -10
CC(=NCCc1ccccc1)c1c(O)n(C)c(=O)n(C)c1=O | -19 | 6 | 11 | 5 | 2 | 4 | -2 | 0.4 | 0 | 2
CC[C@]12CCN(CC3(O)CC3)[C@H](Cc3ccc(O)cc31)C2(C)C | -3 | -2 | 4 | -7 | -3 | 0 | 1 | 0.3 | 1 | -6
O=C1NC(=O)N(Cc2ccco2)C(=O)/C1=C\c1cccn1CCOc1ccccc1 | 10 | -1 | 5 | -6 | -4 | 10 | 0 | -0.1 | -10 | -3
COc1cc2[nH]c(=O)n(-c3ccc(C)cc3)c(=O)c2cc1OC | -10 | 1 | -2 | -63 | -15 | 0 | 7 | -1.4 | -9 | 7
O=c1[nH]c(=S)n(-c2ccccc2)c(O)c1C=NCCN1CCNCC1 | -8 | 1 | 7 | 3 | -7 | 1 | 1 | 0.4 | 4 | 1
Cc1ccc(NC(=O)c2cc(-c3ccccc3)n(CCCN3CCOCC3)c2C)cc1 | 10 | 1 | 4 | 1 | -3 | -1 | 3 | -0.3 | -5 | 1
CCC1(c2ccc(C)cc2)C(=O)NC(=S)NC1=O | -1 | 5 | -5 | -2 | 5 | 3 | -5 | 0.5 | -6 | 2
CCN1C(=O)C(=C2C=C(C)N(Cc3ccco3)C(C)=C2)C(=O)N(CC)C1=S | 2 | -53 | -1 | 0 | -4 | -3 | 1 | 1.1 | 1 | 7
COc1ccc(CNCCc2ccc(Cl)cc2)c(OC)c1OC | 4 | 1 | 6 | -5 | -5 | -3 | 4 | 0.3 | 7 | 1
O=c1[nH]c(=O)n(-c2cccc3ccccc23)c(O)c1C=NCc1ccc2c(c1)OCO2 | -6 | 3 | 1 | 3 | 0 | 11 | -1 | -0.1 | -2 | -5
Cc1ccc(N2C(=O)/C(=C/N3CCN(C(=O)c4ccco4)CC3)C(=O)NC2=S)cc1C | -15 | -7 | -1 | -4 | 3 | 3 | -6 | -0.2 | -18 | 0
CC(C)N1CCN(Cc2cccc([N+](=O)[O-])c2)CC1 | 3 | 3 | 1 | 5 | 0 | 4 | -5 | 0.6 | 6 | 10
Cc1ccc(S(=O)(=O)Oc2ccccc2C=C2C(=O)NC(=O)NC2=O)cc1 | -1 | 0 | 4 | -19 | -5 | 0 | 4 | 0.0 | 0 | -5
CCOC(=O)c1nc2ccccc2c(=O)n1-c1ccc(C)cc1C | -7 | 0 | -1 | 4 | 0 | -7 | -5 | 0.2 | 6 | -6
CCOc1c(Cl)cc(CNCCc2c[nH]c3ccccc23)cc1OC | -13 | 2 | 1 | 10 | 5 | 0 | -2 | 1.3 | 2 | -8
O=C(O)CC[N+](=O)[O-] | -9 | 0 | -3 | -15 | -4 | -4 | 1 | 1.0 | -1 | 4
COc1ccc(NC(=O)c2cc([N+](=O)[O-])ccc2N2CCNCC2)cc1 | 0 | 4 | 1 | 3 | 2 | 0 | -3 | -0.9 | -7 | -3
Cn1c(O)c(C=NCCCNC2CCCCC2)c(=O)n(C)c1=O | -20 | 5 | 5 | -3 | 1 | 0 | -4 | 0.1 | -1 | 2
O=C1OCCN1P(=O)(c1ccccc1)c1ccccc1 | -4 | -2 | 7 | -2 | -2 | 0 | -2 | 0.0 | -8 | 1
C[C@]12CCC(=O)C=C1CCC1C2CC[C@@]2(C)C1CC[C@]2(C)O (stereo not given in full) | 4 | -3 | 3 | 3 | 0 | 5 | -2 | -0.1 | 15 | -7
CC(C(O)c1ccccc1)N(C)CCn1cnc2c1c(=O)n(C)c(=O)n2C (stereo not given) | 6 | 2 | 1 | 1 | -1 | 4 | 3 | -0.5 | -1 | -1
CCOC(=O)c1ccc(NC(=O)N2CC3CC(C2)c2cccc(=O)n2C3)cc1 (stereo not given) | -4 | 4 | -2 | 12 | -1 | 4 | -4 | -0.3 | -1 | -6
CCCCn1c(NC(=O)c2ccco2)c(C(=O)OCC)c2nc3ccccc3nc21 | 79* | -313 | -7 | i | -317 | 30* | -2 | -5.0 | 8 | 22
O=P(NCc1ccccc1)(Oc1ccccc1)Oc1ccccc1 | -5 | 2 | 1 | 0 | 3 | -3 | -1 | 0.1 | 2 | 13
C(#CCN1CCOCC1)COC/C=C/c1ccccc1 | 9 | 1 | -8 | -1 | -4 | 2 | -2 | 0.2 | 3 | 10
CC(=NCCCN1CCOCC1)c1c(O)n(Cc2ccccc2)c(=O)[nH]c1=O | -3 | 0 | -3 | -8 | 0 | 1 | -8 | 0.7 | 3 | 11
CN1C(=O)C(Cc2nc3ccccc3c(=O)n2-c2ccccc2)c2ccccc21 (stereo not given) | 0 | 0 | -3 | 3 | -4 | -1 | 4 | 0.5 | -5 | -6
O=C1C2C3CCC(O3)C2C(=O)N1c1cccc(F)c1 (stereo not given) | -1 | 1 | 1 | -1 | 1 | -1 | 6 | 0.3 | -10 | -3
COc1ccc(CC2(CCc3ccccn3)C(=O)NC(=O)N(c3ccccc3C)C2=O)cc1OC (stereo not given) | 10 | 0 | -2 | 1 | -2 | -2 | 3 | 0.7 | 1 | 1
CN(C)c1ccc(/C=C2\C(=O)NC(=O)N(CCc3ccc(F)cc3)C2=O)cc1 | 1 | -3 | -4 | 0 | -3 | -1 | -2 | -0.8 | -15 | -2
CSc1nnc([C@@H](N)Cc2ccccc2)o1 | 5 | 0 | 6 | -8 | -3 | 0 | 5 | 0.3 | -1 | -12
CC12CC[C@H]3[C@@H](CCC4(O)C[C@H](O)CCC34/C=N/NC(=O)c3ccccc3[N+](=O)[O-])C1(O)CCC2C1=CC(=O)OC1 (stereo not given in full) | -7 | -3 | 7 | 0 | -1 | -3 | 2 | -0.1 | 1 | -9
O=C(CN1CC(c2ccccc2)CC1=O)Nc1cccc(F)c1 (stereo not given) | -1 | -1 | 0 | -9 | -2 | 0 | 1 | 0.1 | -5 | -9
COc1ccc(C=O)cc1O | -1 | -1 | -1 | 4 | 0 | 1 | 10 | -0.1 | -14 | 1
COc1ccccc1NC1=NCCS1 | 2 | -3 | 2 | -6 | -1 | -5 | 6 | -0.5 | 5 | 12
O=C(C1CC(c2ccc(Cl)c(Cl)c2)=NO1)N1CCC2(CC1)OCCO2 (stereo not given) | 0 | 0 | -2 | -7 | 0 | 0 | 1 | 0.3 | 11 | -4
N=C(N)c1c(O)n(C2CCCCC2)c(=O)n(C2CCCCC2)c1=O | -4 | 3 | -6 | 17 | 9.6* | 3 | 3 | -0.3 | 1 | 0
COc1ccc(CCn2c(O)c(C=Nc3ccc(NC(C)=O)cc3)c(=O)[nH]c2=O)cc1OC | -10 | -1 | 4 | -5 | -1 | -1 | 0 | 0.1 | 0 | 12
Nc1c(C(=O)OC2CCCCC2)c2nc3ccccc3nc2n1CC1CCCO1 (stereo not given) | 20 | -403 | -1 | i | -469 | -1 | 1 | -45 | -5 | 19
COc1ccc(CN2C(=O)CC(=O)NC2=S)cc1 | -9 | -10 | -3 | 13 | -7 | 0 | 6 | 0.0 | 11 | 0
Cc1cc(Br)c(NC(=O)CN2CC=C(c3ccccc3)CC2)c(Br)c1 | -4 | -2 | -6 | -11 | -6 | 2 | 7 | 0.2 | 1 | 9
Cc1nc2ccccc2c(=O)n1-c1cccc(O)c1 | -10 | 0 | 6 | -3 | -3 | -3 | 1 | 0.0 | -12 | 2
CCN1C[C@]2(COC)CC[C@H](OC)[C@@]34C1[C@]1(OCO[C@@]15C[C@H](OC)[C@H]1C[C@@H]3[C@@H]5[C@H]1OC)[C@@H](O)[C@H]24 | 8 | -2 | -14 | -10 | -8 | -2 | 5 | 0.5 | -6 | -2
CC(=O)OC1CC[C@]2(C#N)[C@H]3CC[C@]4(C)[C@H](C5C=CC(=O)O5)CCC4(O)C3CCC2(O)C1 (stereo not given in full) | -4 | 4 | -7 | 0 | -2 | 2 | -2 | -0.4 | 6 | 10
Cn1c(O)c(C=NCCN2CCNCC2)c(=O)[nH]c1=O | -1 | 2 | 1 | 5 | -6 | -7 | 8 | 0.5 | 2 | 1
CC(=NCc1ccco1)c1c(O)n(-c2ccc(Cl)cc2)c(=O)[nH]c1=O | 13 | 2 | -6 | -2 | -4 | 1 | -1 | 0.1 | 10 | 0
CN1CCc2nc3sc(C(=O)NC(C)(C)C)c(N)c3cc2C1 | 0 | -114 | -6 | -56 | -18 | 2 | -3 | 1.9 | -5 | -3
